Screening data (PubChem)
C diff HTS – C. difficile growth inhibition; growth activity, negative = inhibition, % at 16 µg/mL (by protocol); Clostridium difficile clinical isolate growth, OD600, 24 h; active compounds read low; 86,000 tested, 0.25% active;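 active means mean growth activity at or below -80% and every replicate also at or below -80%; inconclusive means mean at or below -80% but some replicate above -80%; inactive means mean growth activity above -80%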;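 further: 0% = DMSO wells and -100% = levofloxacin 16 µg/mL wells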
GASC1 inh – KDM4C (human) demethylase inhibition. Q9H3R0. GST-KDM4C 2-372, H3K9me3 peptide, LANCE TR-FRET. inhibition, % at 12.5 µM. 96,000 tested, 0.15% active. AID 720574;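 active means mean replicate inhibition above about 25%, with at least 55% of replicates also reaching it, limit read from the data, passing the limit was not always enough; inconclusive means only one of those two conditions met; inactive means neither condition met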
Target sequence (Q9H3R0 2-372 limits assumed): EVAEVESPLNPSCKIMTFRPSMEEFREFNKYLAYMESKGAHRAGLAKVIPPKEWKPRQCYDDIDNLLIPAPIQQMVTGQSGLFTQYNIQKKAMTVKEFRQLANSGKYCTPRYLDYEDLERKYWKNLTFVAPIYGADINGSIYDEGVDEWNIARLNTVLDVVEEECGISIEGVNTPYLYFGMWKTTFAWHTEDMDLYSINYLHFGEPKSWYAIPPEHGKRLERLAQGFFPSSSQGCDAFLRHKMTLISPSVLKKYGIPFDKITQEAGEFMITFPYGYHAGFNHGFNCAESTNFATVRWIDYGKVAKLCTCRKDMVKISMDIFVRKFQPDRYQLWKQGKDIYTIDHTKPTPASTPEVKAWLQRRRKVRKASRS
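Material: GST-tagged GASC-1 (JMJD2C) catalytic fragment, aa 2-372. Input: enzyme final amount 10 nM. Medium: HEPES buffer, pH 7.5, plus ascorbate. Reagent: H3K9me3 peptide substrate, Fe(II), 2-oxoglutarate. Doses: single dose. Times: reaction 30 min RT, detection step 1 h RT. Measured by: LANCE TR-FRET. Evaluation: Fall in 671/618 emission ratio as inhibition.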
Pf Dd2 inh – inhibitors of Plasmodium falciparum Dd2 growth; P. falciparum Dd2 growth, SYBR Green, 72 h; active compounds read low; activity change, % at 10 µM; 94,000 tested, 2.3% active; AID 1159554; in the data active means activity change below about -80%; inconclusive means no clear call, values can overlap the other calls
T cruzi growth – blocks T. cruzi growth in NIH3T3 culture | 77,000 tested, 5.9% active | inhibition, % at 8.34 µM | T. cruzi beta-gal in NIH3T3, GalScreen luminescence, 90 h;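 active means mean inhibition above about 93%, with at least 55% of replicates each passing it, limit read from the data, passing the limit was not always enough; inconclusive means only one of those two conditions holds; inactive means neither condition holds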
The depositor's hits bear a star; u = inconclusive; x = not tested or not shown; & = joins results of further samples.

SMILES	C diff HTS	GASC1 inh	Pf Dd2 inh	T cruzi growth
O=C(c1ccccc1F)N1CC(=O)N2[C@@H](CO)[C@H](c3ccc(-c4ccc(F)cc4)cc3)[C@@H]2C1	2	-0.7	-1	x
N#Cc1cccc(-c2ccc3c(c2)[C@H]2[C@H](CCN2Cc2cncnc2)[C@@H](CO)N3)c1	-10	1.2	-65	89
COCC(=O)Nc1ccc2c(c1)C(=O)N(C)[C@@H]1CC[C@H](CC(=O)N3CCc4ccccc4C3)O[C@H]1CO2	-1	6.1	-5	20
CC(C)NC(=O)NCC[C@H]1CC[C@@H](NC(=O)Nc2ccccc2)[C@H](CO)O1	x	-1.2	-24	63
C[C@H]1CN([C@@H](C)CO)C(=O)Cc2cc(NC(=O)Cc3ccccc3)ccc2O[C@@H]1CN(C)S(=O)(=O)c1ccccc1	-2	0.0	-45	-56
C[C@H]1CN([C@@H](C)CO)S(=O)(=O)c2ccc(-c3ccccc3)cc2O[C@H]1CN(C)Cc1ccccn1	1	-0.4	-10	-122
CO[C@@H](CN(C)Cc1cc(F)ccc1F)[C@@H](C)CN([C@@H](C)CO)S(=O)(=O)c1ccc(F)cc1	x	1.7	-31	71
COc1ccc(CN(C)C[C@H]2OCCCC[C@@H](C)Oc3ccc(NC(=O)Nc4ccc(F)cc4)cc3C(=O)N([C@H](C)CO)C[C@@H]2C)cc1	-1	-0.5	1	5
C[C@@H]1CN([C@@H](C)CO)C(=O)c2cc(NC(=O)NC3CCCCC3)ccc2O[C@@H](C)CCCCO[C@@H]1CN(C)S(=O)(=O)c1cn(C)cn1	-1	0.1	1	-16
CC(C)NC(=O)N1CC(=O)N2[C@H](C1)[C@H](c1ccc(C#CCN(C)C)cc1)[C@@H]2CO	1	2.4	59	x
C[C@@H]1CN([C@H](C)CO)C(=O)c2cc(NC(=O)Nc3ccc(F)cc3)ccc2O[C@@H]1CN(C)Cc1ccc(Cl)c(Cl)c1	26	0.1	15	49
COCCNC(=O)C[C@@H]1CC[C@H]2[C@@H](COc3ccc(NC(=O)COC)cc3C(=O)N2C)O1	3	1.2	23	29
O=C(Nc1cccc(F)c1)N1CC(=O)N2[C@@H](CO)[C@@H](c3ccc(-c4ccc(F)cc4)cc3)[C@@H]2C1	11	0.8	-9	x
O=C(C[C@@H]1CC[C@H]2[C@@H](COC[C@@H](O)CN2C(=O)c2ccncc2)O1)NCc1ccc(-c2ccccc2)cc1	5	0.4	-23	117*
CCCC(=O)Nc1ccc2c(c1)OC[C@@H](C)N(C(=O)CN(C)C)C[C@@H](C)[C@@H](OC)CN(C)C2=O	x	2.2	25	16

A different layout for six compounds above:
Results follow in this order: C diff HTS, GASC1 inh, Pf Dd2 inh, T cruzi growth
- CO[C@@H](CN(C)Cc1cc(F)ccc1F)[C@@H](C)CN([C@@H](C)CO)S(=O)(=O)c1ccc(F)cc1
→ x, 1.7, -31, 71
- COc1ccc(CN(C)C[C@H]2OCCCC[C@@H](C)Oc3ccc(NC(=O)Nc4ccc(F)cc4)cc3C(=O)N([C@H](C)CO)C[C@@H]2C)cc1
→ -1, -0.5, 1, 5
- C[C@@H]1CN([C@@H](C)CO)C(=O)c2cc(NC(=O)NC3CCCCC3)ccc2O[C@@H](C)CCCCO[C@@H]1CN(C)S(=O)(=O)c1cn(C)cn1
→ -1, 0.1, 1, -16
- CC(C)NC(=O)N1CC(=O)N2[C@H](C1)[C@H](c1ccc(C#CCN(C)C)cc1)[C@@H]2CO
→ 1, 2.4, 59, x
- C[C@@H]1CN([C@H](C)CO)C(=O)c2cc(NC(=O)Nc3ccc(F)cc3)ccc2O[C@@H]1CN(C)Cc1ccc(Cl)c(Cl)c1
→ 26, 0.1, 15, 49
- COCCNC(=O)C[C@@H]1CC[C@H]2[C@@H](COc3ccc(NC(=O)COC)cc3C(=O)N2C)O1
→ 3, 1.2, 23, 29

More results:
SMILES	C diff HTS	GASC1 inh	Pf Dd2 inh	T cruzi growth
C/C=C/c1ccc([C@H]2[C@@H](CO)N3CCCCN(C(=O)c4ccc(F)cc4)C[C@@H]23)cc1	27	-0.6	25	91
C[C@H]1CN([C@@H](C)CO)C(=O)CCCn2cc(nn2)CO[C@@H]1CN(C)Cc1ccc(Oc2ccccc2)cc1	x	2.4	-15	14
COC(=O)C[C@H]1C[C@@H]2c3cc(NS(=O)(=O)c4ccccc4)ccc3O[C@@H]2[C@H](CO)O1	2	-1.3	23	38
COc1ccc(S(=O)(=O)N(C)C[C@@H]2Oc3ccc(NS(C)(=O)=O)cc3CC(=O)N([C@H](C)CO)C[C@@H]2C)cc1	1	12	8	19
O=C(Nc1ccccc1Cl)N1C[C@H]2[C@@H](c3ccccc31)[C@@H](CO)N2C(=O)c1cccnc1	7	-0.6	1	-32
C[C@H]1CN([C@@H](C)CO)C(=O)c2cccc(NC(=O)C3CCCCC3)c2O[C@@H]1CN(C)S(=O)(=O)c1ccc(Cl)cc1	3	1.8	-8	-23
CCCNC(=O)N1[C@H](C#N)[C@@H](c2ccc(/C=C/c3ccccc3)cc2)[C@H]1CO	5	-1.1	-1	92
O=C(Nc1ccccc1F)N1C[C@@H]2[C@H](c3ccccc31)[C@H](CO)N2C(=O)c1ccccn1	2	-4.1	0	8
CN(C)CC(=O)N1[C@H](CO)[C@H](c2ccccc2-c2ccccc2F)[C@@H]1C#N	-4	0.1	-4	x
Cc1noc(C)c1NC(=O)Nc1cccc2c1O[C@@H](CN(C)CC1CCCCC1)[C@H](C)CN([C@@H](C)CO)C2=O	3	-0.1	-4	46
COCC(=O)N(C)C[C@H]1Oc2ncc(-c3cccc(OC)c3)cc2C(=O)N([C@@H](C)CO)C[C@@H]1C	1	0.5	72	3
CC(C)NC(=O)Nc1ccc2c(c1)C(=O)N([C@H](C)CO)C[C@H](C)[C@H](CN(C)C(=O)CCC(F)(F)F)OCCCC[C@H](C)O2	2	0.6	-38	10
C[C@@H]1CN([C@@H](C)CO)C(=O)c2cc(NC(=O)NC3CCCCC3)ccc2O[C@@H](C)CCCCO[C@@H]1CN(C)C(=O)Nc1ccccc1	x	0.7	-54	14
CC(C)C#Cc1ccc2c(c1)O[C@@H](CN(C)C(=O)c1cnccn1)[C@H](C)CN([C@H](C)CO)S2(=O)=O	-3	17	15	28
Cc1cccc(-c2ccc([C@H]3[C@H]4CN(C(=O)NC5CCCCC5)CC(=O)N4[C@H]3CO)cc2)c1	1	1.5	26	x
Cn1cnc(S(=O)(=O)N2CC[C@@H]3[C@@H](CO)Nc4ccc(-c5ccccc5F)cc4[C@@H]32)c1	-4	-3.2	18	62
COc1ccc2c3c(n(C)c2c1)[C@@H](CO)N(C(=O)C1CCCC1)CC31CCN(Cc2cccc(F)c2)CC1	0	0.1	-67	x
COCC#Cc1ccc2c(c1)O[C@@H](CN(C)C(=O)Nc1ccccc1F)[C@H](C)CN([C@H](C)CO)S2(=O)=O	-1	-1.8	-57	41
Cc1ccc(S(=O)(=O)N[C@H]2C=C[C@@H](CC(=O)NCc3ccccc3F)O[C@@H]2CO)cc1	x	-0.2	22	-5
CNC(=O)C[C@@H]1CC[C@@H]2[C@@H](COc3ccc(NC(=O)Nc4ccc(F)cc4)cc3C(=O)N2C)O1	-8	0.6	1	-2
COc1ccc(-c2ccc([C@H]3[C@H](CO)N4C(=O)CN(C(=O)c5ccccn5)C[C@@H]34)cc2)cc1	1	-0.8	-20	x
C[C@@H]1CN([C@H](C)CO)C(=O)c2cc(NS(=O)(=O)c3ccccc3)ccc2O[C@@H](C)CCCCO[C@H]1CN(C)C(=O)NC1CCCCC1	-1	-0.7	-77	87
COc1ccc(NC(=O)Nc2cccc3c2O[C@@H](CN(C)Cc2ccc(Cl)c(Cl)c2)[C@@H](C)CN([C@H](C)CO)C3=O)cc1	12	x	-35	u
COc1ccccc1S(=O)(=O)N[C@H]1CC[C@@H](CCn2cc(C3CCCCC3)nn2)O[C@H]1CO	x	0.1	21	-29
O=C1CN(S(=O)(=O)c2cccc(F)c2)C[C@H]2[C@H](c3ccc(C4=CCCC4)cc3)[C@@H](CO)N12	-7	1.1	-6	x
COc1ccc(NC(=O)N(C)C[C@H]2Oc3c(NC(=O)Nc4ccc(C(F)(F)F)cc4)cccc3C(=O)N([C@@H](C)CO)C[C@H]2C)cc1	14	-0.3	-73	98
N#C[C@@H]1[C@@H](c2ccccc2C2=CCCC2)[C@H](CO)N1C(=O)Cc1ccncc1	-20	18	2	x
CN(C)CC#Cc1ccc([C@@H]2[C@@H](CO)N3C(=O)CN(C(=O)c4cccnc4)C[C@H]23)cc1	-3	3.5	27	x
COc1ccccc1-c1cn(CC[C@@H]2CC[C@@H](NS(=O)(=O)c3ccccc3C)[C@@H](CO)O2)nn1	-1	-0.2	-35	x
COC(=O)C[C@H]1C[C@H]2c3cc(NC(=O)Nc4ccccc4F)ccc3O[C@H]2[C@H](CO)O1	2	-0.3	0	61
Cc1noc(C)c1NC(=O)N(C)C[C@H]1Oc2ccc(N(C)C)cc2C(=O)N([C@H](C)CO)C[C@@H]1C	7	x	-76	73
C[C@@H]1CN([C@@H](C)CO)C(=O)c2cccc(NC(=O)C3CC3)c2O[C@@H]1CN(C)C(=O)NC1CCCCC1	5	-1.5	-4	32
Cc1noc(C)c1NC(=O)N[C@H]1CC[C@H](CC(=O)NCc2ccc(Cl)c(Cl)c2)O[C@@H]1CO	x	-0.3	3	-3
C/C=C/c1ccc([C@@H]2[C@@H](CO)N(C(=O)CN(C)C)C23CN(C(=O)C2CCC2)C3)cc1	-6	1.5	15	x
COc1ccc(-c2cnc3c(c2)C(=O)N([C@H](C)CO)C[C@@H](C)[C@H](CN(C)C(=O)Cc2ccccc2)O3)cc1	2	-1.6	-5	38
CO[C@@H]1CN(C)C(=O)c2ccc(NC(C)=O)cc2OC[C@H](C)N(C(=O)c2ccccn2)C[C@H]1C	x	1.2	21	8
C[C@@H]1CN([C@H](C)CO)C(=O)c2cc(NC(=O)CCC(F)(F)F)ccc2O[C@H]1CN(C)Cc1ccc(Cl)c(Cl)c1	-1	-1.5	-7	52
CC(C)C(=O)Nc1ccc2c(c1)C(=O)N(C)[C@@H]1CC[C@H](CC(=O)NCc3ccccc3)O[C@@H]1CO2	-1	-0.9	-4	58
COCCNC(=O)C[C@H]1CC[C@H]2[C@@H](COC[C@@H](O)CN2C(=O)Nc2ccccc2OC)O1	4&2	-0.6	-52	x
Cc1noc(C)c1S(=O)(=O)N(C)C[C@@H]1OCCCC[C@@H](C)Oc2ccc(NC(=O)Nc3cccc4ccccc34)cc2C(=O)N([C@H](C)CO)C[C@H]1C	-4	-8.7	-82*	109*
Cc1cc(C(=O)Nc2ccc3c(c2)C(=O)N(C)[C@@H]2CC[C@@H](CC(=O)N[C@H](C)c4ccccc4)O[C@H]2CO3)no1	0	-1.9	-18	20
COc1ccc(NC(=O)Nc2ccc3c(c2)[C@@H]2C[C@@H](CC(=O)NCC(F)(F)F)O[C@@H](CO)[C@@H]2O3)cc1	-9	-1.1	4	-29
C[C@H](CO)N1C[C@H](C)[C@H](CN(C)C(=O)Nc2ccc3c(c2)OCO3)Oc2ccc(NC(=O)CCCCCC(=O)Nc3ccccc3N)cc2CC1=O	3	-0.3	9	25
COc1ccc(CN(C)C[C@@H]2Oc3c(NC(=O)NC(C)C)cccc3C(=O)N([C@H](C)CO)C[C@@H]2C)cc1	2	1.8	-2	x
Cc1ccc(S(=O)(=O)Nc2ccc3c(c2)CC(=O)N([C@@H](C)CO)C[C@H](C)[C@@H](CN(C)C(=O)Nc2ccc4c(c2)OCO4)O3)cc1	-3	-0.8	-1	-5
C[C@@H]1CCCCO[C@H](CN(C)C(=O)C2CCCCC2)[C@@H](C)CN([C@H](C)CO)C(=O)c2cc(NC(=O)CCCCCC(=O)Nc3ccccc3N)ccc2O1	-5	-0.1	-33	17
COc1ccc(NC(=O)Nc2ccc3c(c2)C(=O)N([C@H](C)CO)C[C@H](C)[C@@H](CN(C)C(=O)Nc2ccc4c(c2)OCO4)OCCCC[C@@H](C)O3)cc1	7	-0.3	-31	25
C[C@@H]1CCCCO[C@H](CN(C)C(=O)c2ccncc2)[C@H](C)CN([C@@H](C)CO)C(=O)c2cc(NC(=O)c3ccncc3)ccc2O1	x	14	41	94
CC(C)CC#Cc1ccc2c(c1)O[C@H](CN(C)C(=O)c1ccccc1)[C@@H](C)CN([C@H](C)CO)S2(=O)=O	19	-2.4	-57	x
CO[C@H]1CN(C)C(=O)c2cc(NC(=O)C3CCCC3)ccc2OC[C@H](C)N(C(C)=O)C[C@@H]1C	-1	1.6	11	-21
C[C@H](CO)N1C[C@H](C)[C@H](CN(C)CC2CC2)OCc2ccccc2-c2c(n(C)c3ccccc23)C1=O	x	-1.3	-56	75
C/C=C/c1ccc([C@@H]2[C@H](CO)N(C(C)=O)[C@H]2CNC(=O)c2ccncc2)cc1	-4	3.5	19	48

Compounds were not picked by outcome. Share with any hit: about 6.7%.
